# Peg3 promoter: inhibitors of Peg3 promoter; HeLa PEG-Prom luciferase reporter, luminescence, overnight; inhibition, % at 20 µM; 360,000 compounds, 1.7% hits; AID 588405;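 active means inhibition of at least 50% at 20 µM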
# NR2E3 ag-1: agonists of human NR2E3 nuclear receptor | Q9Y5X4 | CHO-S Gal4-NCOR/VP16-NR2E3 two-hybrid, luciferase | inhibition of corepressor binding, % at 3.98 µM | 360,000 compounds, 0.35% hits | AID 602229;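 active means inhibition above the mean of all tested compounds plus 3 SD, cut at about 70% in these data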;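 further: 0% = DMSO with NR2E3 transfected cells and 100% = cells lacking NR2E3 construct; higher means lower luciferase signal from less NR2E3 corepressor binding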
# Target sequence (Q9Y5X4 whole entry, looked up, the tested form may be a part): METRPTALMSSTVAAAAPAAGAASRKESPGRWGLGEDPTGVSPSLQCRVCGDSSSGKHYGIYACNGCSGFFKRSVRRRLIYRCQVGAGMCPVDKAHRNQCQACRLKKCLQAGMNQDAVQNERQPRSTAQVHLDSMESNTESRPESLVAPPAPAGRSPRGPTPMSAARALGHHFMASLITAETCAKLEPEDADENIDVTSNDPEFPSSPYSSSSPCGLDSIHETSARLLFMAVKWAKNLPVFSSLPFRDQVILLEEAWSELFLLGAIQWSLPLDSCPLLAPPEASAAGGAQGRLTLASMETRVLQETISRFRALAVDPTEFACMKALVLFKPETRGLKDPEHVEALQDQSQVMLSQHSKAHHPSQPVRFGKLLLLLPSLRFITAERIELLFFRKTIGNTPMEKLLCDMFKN
# Exocytosis inh: lytic granule exocytosis inhibition. AID 651702. inhibition, % at 10 µM. 360,000 compounds, 0.66% hits. TALL-104 LAMP-1 surface exposure, flow cytometry; cells stimulated with thapsigargin and PMA;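 active means inhibition above about 55%, limit read from the data; inconclusive means no clear call, values can overlap the other calls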
# MITF TRPM1 inh: MITF TRPM1 promoter inhibition in SK-MEL-5 cells; 330,000 compounds, 0.83% hits; inhibition, % at 12.5 µM; SK-MEL-5 TRPM1 promoter luciferase, 24 h;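 active means mean inhibition across replicates of 60% or more, whatever share of single replicates reaches that level; inconclusive means some that reach 60%, reason not given; inactive means mean inhibition across replicates below 60%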; further: values of inactives mirror those of a sister screen read the other way
# HIF-2a block: blocks HIF-2a reporter activity | inhibition, % at 18.8 µM | 786-0 RCC cells HIF-2a reporter, luciferase luminescence, overnight | 360,000 compounds, 0.72% hits;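 active means inhibition of the luminescence signal of 40% or more relative to plate controls, in a single-dose primary screen at 18.75 µM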
# iPSC survival up: enhancers of human iPSC single-cell survival; hiPSC single-cell survival, ATPlite luminescence; 100% = ROCK inhibitor wells, 0% = DMSO; survival enhancement, % at 20 µM; 360,000 compounds, 0.044% hits; in the data active means survival enhancement above about 18%;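 further: cells exposed to compounds for 16 hours before the ATP read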
# aDG glyco up: increases alpha dystroglycan glycosylation | Pro5-aDG cells, alpha-DG glycosylation AlphaScreen (IIH6); 0% Pro5, 100% B10-LARGE cell signal | activation, % at 10 µM | 360,000 compounds, 0.22% hits | AID 624168;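 active means activation of at least 8% versus controls, or a plate z-score of at least 8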;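 further: Pro5 are CHO cells carrying HIG-tagged alpha-DG that lacks glycosylation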
# NR2E3 ag-2: agonists of human nuclear receptor NR2E3. AID 2300. inhibition of corepressor binding, % at 4.78 µM. 320,000 compounds, 0.12% hits. Q9Y5X4. GST-NR2E3/biotin-RetCOR TR-FRET, 1536-well;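 active means percent inhibition above the cutoff of mean plus 3 SD of all tested compounds, set per screening campaign, cut at about 20% in these data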;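 further: 0% = DMSO wells and 100% = biotin wells as full block of FRET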
#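 System: GST-tagged NR2E3 plus biotinylated RetCOR corepressor; Amount: 1.35 nM GST-tagged NR2E3 final; Dosing: single nominal compound dose of 4.8 µM; Schedule: 5 h incubation at 4 °C; Technique: TR-FRET with europium anti-GST and streptavidin-D2, 340 nm excitation; Controls: biotin wells as high control, 0.6% DMSO wells as low control.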
# CaV13 ICDI inh: Primary screen for inhibitors of IQ motif and Ca2+-dependent inactivation inhibitor domain binding in CACNA1D, Förster resonance energy transfer in living cells, …; HEK cells, CFP/YFP FRET ICDI-IQ, plate reader, 10 min; percent FRET-ratio fall versus neutral wells; inhibition, % at 12.3 µM; 340,000 compounds, 0.098% hits;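 active means mean replicate inhibition of at least 30% and at least 1% of replicates passing that level; inconclusive means only one of the two criteria is met; inactive means neither criterion is met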;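 further: 0% = median of the neutral control wells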
# Vif imaging: inhibitors of HIV Vif; HEK293T cells, Vif self-association by quenched fluorescence, imaging, 24 h; inhibition, % at 7.49 µM; 340,000 compounds, 0.35% hits; in the data active means inhibition above about 50%, passing the limit was not always enough; inconclusive means no clear call, values can overlap the other calls; inactive means below about 31%; further: some results filed as inactive read as strong as hits
# PDI turbidity: PDI (human) enzyme inhibition; P07237; PDI insulin aggregation turbidity, A650, 90 min; inhibition, % at 10 µM; 350,000 compounds, 0.052% hits; AID 588391;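 active means mean inhibition across replicates of 30% or more, whatever share of single replicates reach that level; inconclusive means mean inhibition below 30% while every single replicate reaches 30%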;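 further: absorbance from insulin aggregation driven by PDI reduction with DTT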
# Target sequence (P07237 whole entry, looked up): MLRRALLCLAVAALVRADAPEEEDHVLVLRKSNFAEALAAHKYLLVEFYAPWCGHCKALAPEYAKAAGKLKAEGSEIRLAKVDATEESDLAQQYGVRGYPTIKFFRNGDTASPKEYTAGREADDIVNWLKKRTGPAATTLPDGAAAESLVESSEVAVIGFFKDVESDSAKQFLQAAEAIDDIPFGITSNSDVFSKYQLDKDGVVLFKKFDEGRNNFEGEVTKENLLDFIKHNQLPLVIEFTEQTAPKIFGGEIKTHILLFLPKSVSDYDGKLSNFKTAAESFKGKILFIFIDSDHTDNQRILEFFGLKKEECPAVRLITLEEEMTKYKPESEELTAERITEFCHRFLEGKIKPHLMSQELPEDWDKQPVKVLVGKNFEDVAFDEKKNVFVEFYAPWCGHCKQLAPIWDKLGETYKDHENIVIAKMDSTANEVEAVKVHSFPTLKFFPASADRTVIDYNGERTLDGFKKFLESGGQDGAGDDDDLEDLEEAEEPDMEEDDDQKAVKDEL
# * hit, by the source's call; ? = inconclusive; . = not tested or not shown.
# The line under a structure holds: Peg3 promoter	NR2E3 ag-1	Exocytosis inh	MITF TRPM1 inh	HIF-2a block	iPSC survival up	aDG glyco up	NR2E3 ag-2	CaV13 ICDI inh	Vif imaging	PDI turbidity
> COc1ccc(C(=O)Nc2c(C)csc2C(=O)O)cc1
 : 1	15	-4	-13	3	0.1	0.0	3	-5	-5	-1
> Cc1nc2cc(F)ccc2n1C1CCN(S(=O)(=O)c2ccccc2)CC1
 : 5	6	-5	3	17	-0.3	2.4	2	.	-11	-6
> Cc1ccc(C)c(NC(=O)C2CC3CCC2C3)c1 (stereo unspecified)
 : -34	-18	-4	-18	-65	0.4	-0.1	5	-5	21	-77
> CSc1ccccc1NC(=O)C1=CC(c2cccs2)=NS(=O)(=O)N1C
 : 12	-32	-1	.	-20	2.4	0.1	0	-5	0	.
> CC1CCCN(C(=O)CSc2cnc3ccccc3n2)C1 (stereo unspecified)
 : -155	-56	2	-51	-194	2.2	-0.1	48*	-7	11	1
> CC1=NN(c2cc(Cl)c(S(=O)(=O)O)cc2Cl)C(=O)C1
 : 8	12	12	6	5	-0.1	0.0	.	-5	10	0
> CCOc1cc(NC(=S)NCC2CCCO2)c(OCC)cc1NC(=O)c1ccccc1 (stereo unspecified)
 : 12	-7	1	-2	6	-0.4	-0.1	0	-6	-1	2
> CCOC(=O)N1CCN(S(=O)(=O)CCNC(=O)c2ccc(F)cc2)CC1
 : 5	-1	-3	-10	6	-0.6	-0.5	-2	-5	-1	5
> Cc1cccc(-n2nc3c(c2NC(=O)c2ccco2)CSC3)c1C
 : 9	-3	6	-3	14	4.2	0.1	3	-8	2	-1
> O=C(C1=C[C@@H](C2CCCCC2)C[C@@H](OCc2ccc(CO)cc2)O1)N1CCOCC1
 : 10	5	-1	-9	-7	-1.0	-0.4	5	-4	-3	-3
> O=C1CSc2ccc(S(=O)(=O)NCc3ccccc3)cc2N1
 : 8	-4	5	-1	2	0.1	0.4	5	-2	-7	15
> COc1cccc(C2Nc3ccccc3NC3=C2C(=O)CC(C)(C)C3)c1OC (stereo unspecified)
 : -14	2	7	8	2	-0.2	0.0	2	-21	-1	0
> Nc1c(C(=O)c2ccccc2)sc2nsc(SCCN3CCOCC3)c12
 : -184	-34	-6	.	-297	-0.3	0.2	-3	-93	0	0
> CCn1cc(C(=O)Nc2ccc3c(c2)OCCO3)c2cc(OC)c(OC)cc2c1=O
 : 41	-25	-3	22	11	-0.9	2.3	1	-5	8	-4
> CC1Cc2ccccc2N1C(=S)Nc1cccc(S(=O)(=O)N(C)C)c1 (stereo unspecified)
 : 20	-5	-4	8	13	-0.7	-0.2	-2	-13	-8	-2
> CCCCCN(C(=O)CSc1n[nH]c(-c2ccc(C)cc2)n1)c1c(N)n(CCCC)c(=O)[nH]c1=O
 : -98	-14	-2	-12	-17	-0.4	0.0	-1	-6	1	2
> COCCNc1nc(Oc2cccc(NC(C)=O)c2)c2sccc2n1
 : 20	11	-8	.	1	-3.1	-0.2	.	-11	0	-6
> CCOP(=O)(OCC)C(NC(=O)c1cccs1)c1ccccc1 (stereo unspecified)
 : 11	-3	-6	-5	21	0.0	0.2	2	-3	-10	-4
> Cc1ccc(N(CC(=O)NCC2CCCO2)S(=O)(=O)c2ccc(Cl)cc2)cc1C (stereo unspecified)
 : 17	-8	0	0	8	-0.4	0.1	3	-4	-6	2
> CCC(=O)N1CN(S(=O)(=O)c2ccc(C)cc2)CC1C (stereo unspecified)
 : 6	-18	-4	-2	13	-0.4	0.1	-1	-6	-1	-1
> COc1ccc(Br)cc1CN1CCCC(C(=O)N2CCCCC2)C1 (stereo unspecified)
 : 10	-14	-2	4	6	2.7	0.2	0	-4	-1	-5
> COc1cc(C)c(NC(=O)c2cccc(S(=O)(=O)N3CCCC3)c2)cc1OC
 : 12	15	-5	-2	15	0.9	0.0	.	-12	7	-2
> O=C(N/N=C/c1ccc([N+](=O)[O-])cc1)c1cccc(N2CCCC2=O)c1
 : -9	0	-1	8	-6	-0.3	0.5	-1	-4	5	-10
> CS(=O)(=O)c1ccc(Cl)c(NC(=O)c2cc(S(=O)(=O)N3CCOCC3)ccc2N2CCCC2)c1
 : 17	-3	0	-18	16	-0.5	-0.3	-2	-2	-3	7
> O=C(Nc1ccn(CCCNCc2cccc3ccccc23)c(=O)n1)OCc1ccccc1
 : -21	-9	3	.	-10	1.2	0.3	.	-5	3	-4
> CCC1(c2ccc(C)cc2)NC(=O)N(C(C)C(=O)Nc2ccc(N3CCOCC3)cc2)C1=O (stereo unspecified)
 : -17	4	-7	-6	7	-3.4	-0.2	-1	-2	-4	-8
> Cn1nc(C(=O)NCCc2ccc(S(N)(=O)=O)cc2)c2c1-c1ccccc1S(=O)(=O)C2
 : 10	-16	-8	-5	12	0.9	-0.2	1	-6	10	6
> Cc1cc(C)c(NC(=O)COC(=O)C2=COCCO2)c(Cl)c1
 : 4	5	-2	-6	-1	0.0	0.1	9	.	-1	4
> Cc1cc(NC(=S)N(CCCN2CCOCC2)Cc2ccco2)ccc1Cl
 : 18	-33	0	0	16	1.9	0.1	3	-3	3	-1
> Cc1ccc(C(=O)c2cn[nH]c2-c2ccccc2O)cc1
 : -52	-28	5	-39	-42	0.5	0.3	1	.	-6	-11
> CSc1nc2ccc(NC(=O)c3ccco3)cc2s1
 : -317	-104	1	-76	-195	-1.7	0.0	3	-3	-7	2
> C=CCNC(=O)c1onc(CSc2ccc(F)c(F)c2)c1C(=O)NCC=C
 : 10	-6	4	-10	9	-0.7	0.0	2	-3	-5	-3
> Cc1c(NC(=O)C(C)OC(=O)CCc2c[nH]c3ccccc23)c(=O)n(-c2ccccc2)n1C (stereo unspecified)
 : -3	-2	-4	-1	3	-0.2	0.0	2	-7	-5	-1
> Cc1ccc(OCC(=O)OCC(=O)c2c(N)n(C)c(=O)n(C)c2=O)cc1C
 : -5	-2	1	-6	6	-3.6	0.4	5	-5	.	1
> O=C(NCCCn1ccnc1)C(=O)NCC1OCCN1S(=O)(=O)c1ccccc1 (stereo unspecified)
 : 6	-3	1	1	22	0.4	0.1	4	-9	-2	23
> CN(Cc1ccccc1)C(=O)c1ccc(NC(=O)C2=CSCCO2)cc1
 : -87	-62	-3	-58	-108	1.4	-0.1	-2	-6	8	0
> O=C(CSc1ccc(Cl)cc1)NC1CC1
 : -5	-41	20	.	-35	-2.2	-0.2	.	-12	17	-5
> CCCC(=O)Nc1ccc(NC(=O)c2cc3ccccc3o2)c(OC)c1
 : -230	-108	-4	-62	-216	-0.3	0.1	4	-2	3	9
> O=C(CCS(=O)(=O)c1cccc2nonc12)N1CC(=O)N(CCc2ccccc2)C(=O)C1
 : -5	-20	-2	-1	9	-0.3	0.0	1	.	17	-1
> CCOC(=O)c1c(C)[nH]c(N=Nc2ccccc2Cl)c1C
 : -239	-112	4	-63	-430	0.1	-0.2	1	-3	-5	1
> CCCOC(=O)c1[nH]c2c(c1C)C(=O)CC(c1cc(OC)c(OC)c(OC)c1)C2 (stereo unspecified)
 : 24	70*	16	.	-9	1.3	1.2	0	-2	-10	.
> CC1=CC2C(C(O)CC3(C)C2CC(C)C32OCOC23COCO3)C2(C)C/C(=C\O)C(=O)C=C12 (stereo unspecified)
 : 101*	2	72*	80*	95*	-1.9	-0.4	.	-7	2	1
> O=C(O)CCCSCC(=O)Nc1ccccc1
 : 10	-6	3	-3	-11	2.5	0.2	3	-5	7	2
> COc1cccc(C(=O)C2CCCN(C(=O)c3cccc(C#CC(C)(C)O)c3)C2)c1 (stereo unspecified)
 : 3	-32	4	-2	-11	0.8	1.0	2	-5	-4	7
> O=C(NCc1ccccc1Cl)[C@H]1CCCN1C(=O)[C@H]1CCCN1C(=O)c1cccs1
 : .	2	-5	.	7	-0.4	0.0	.	-6	.	.
> O=C(NCC1CCCO1)C1CC(=O)N(C2CCCC2)C1 (stereo unspecified)
 : 3	-4	2	-7	17	-1.6	0.0	1	-2	-15	-11
> COc1cc(/C=C2/SC(=S)N(CC(=O)Nc3nc4ccccc4s3)C2=O)cc(OC)c1OC
 : -4	-8	2	13	7	1.1	-0.1	2	.	-3	-5
> C[C@H](CO)N1C[C@H](C)[C@@H](CN(C)Cc2ccc(Oc3ccccc3)cc2)Oc2c(NS(=O)(=O)c3cn(C)cn3)cccc2C1=O
 : -17	5	-15	0	5	-1.0	0.2	.	-7	-13	3
> O=S(=O)(c1cccc2cccnc12)N1CCCc2ccccc21
 : 12	-12	0	19	6	-0.2	0.1	-3	-3	0	-3
> Cc1ccc(NC(=O)CCc2c(C)nn(-c3ccc(N4CCCCC4)nn3)c2C)cc1C
 : -158	-88	-1	-49	-210	-0.1	-0.2	-3	-7	21	9
> Cc1ccc(CCNC(=O)C2CCCN2S(=O)(=O)c2ccc3c(c2)CCC(=O)N3)cc1 (stereo unspecified)
 : -12	-15	-1	1	-16	1.8	0.1	-1	.	.	.
> COc1cc(C(=O)OC2CCCCC2=O)cc(OC)c1C (stereo unspecified)
 : 6	-22	-4	-10	-4	2.9	0.2	-1	-4	-12	8
> Cc1nn(-c2ccccc2)c(C)c1NC(=O)COC(=O)CCOc1ccccc1
 : -15	9	-8	2	6	0.3	-0.1	2	-5	10	0
> CCCCNS(=O)(=O)c1ccc(NS(=O)(=O)c2c(C)cc(C)cc2C)cc1
 : 17	25	7	6	11	-0.9	0.4	0	-8	.	4
> FC(F)(F)c1cc(-c2ccco2)nc2ncnn12
 : -17	0	3	-13	11	-1.5	-0.1	3	-3	-3	-2
> CCC1(c2ccccc2)NC(=O)N(CC(=O)NC2CCCCCC2)C1=O (stereo unspecified)
 : -3	-3	0	6	1	-2.7	0.5	.	-5	43	0
> COc1ccc(-c2cc(-c3n[nH]c(=S)n3-c3cc(OC)ccc3OC)[nH]n2)cc1
 : 10	-4	1	4	6	-2.1	0.1	2	-4	9	-4
> Cc1ccn2c(Nc3ccccc3)c(-c3ccccn3)nc2c1
 : 33	68	0	?	-22	-0.4	1.6	-2	-5	-4	14
> CCc1ccc(NC(=O)CCc2c(C)nn(-c3ccc(N4CCCCC4)nn3)c2C)cc1
 : -256	-52	-2	-99	-199	-0.6	0.3	0	-11	-6	-1
> CCc1cccc(C)c1NC(=O)COn1nnc2ccc(C(F)(F)F)cc21
 : 8	-4	-2	-2	20	-2.4	0.3	2	-5	-2	25
> CCNC(=O)C1(C)CCCN(C(=O)c2ccc3sccc3c2)C1 (stereo unspecified)
 : -11	-13	-11	.	4	-1.3	-0.2	.	-5	.	-1
